AMPAR-TARP mod = modulators of AMPA receptor GluA2-stargazin complexes; O88602+P19491; HEK293 GluA2+stargazin, membrane potential dye (FDSS), glutamate EC50; hits were called plate by plate, in both directions; calls only at 30 µM; 40,000 tested, 3.5% active; AID 1259245;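 active means any of four per-well response measures lying three or more SD from its plate-wide compound average, in either direction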
Target sequence (O88602 whole entry, looked up): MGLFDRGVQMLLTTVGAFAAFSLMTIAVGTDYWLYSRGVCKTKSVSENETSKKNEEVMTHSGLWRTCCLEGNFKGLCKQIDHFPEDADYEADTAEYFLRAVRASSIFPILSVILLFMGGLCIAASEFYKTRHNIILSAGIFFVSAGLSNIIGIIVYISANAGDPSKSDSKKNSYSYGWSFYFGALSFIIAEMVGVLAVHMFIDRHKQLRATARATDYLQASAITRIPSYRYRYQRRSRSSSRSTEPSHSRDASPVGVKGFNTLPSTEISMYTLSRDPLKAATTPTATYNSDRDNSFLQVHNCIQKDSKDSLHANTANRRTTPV
Target sequence (P19491 whole entry, looked up): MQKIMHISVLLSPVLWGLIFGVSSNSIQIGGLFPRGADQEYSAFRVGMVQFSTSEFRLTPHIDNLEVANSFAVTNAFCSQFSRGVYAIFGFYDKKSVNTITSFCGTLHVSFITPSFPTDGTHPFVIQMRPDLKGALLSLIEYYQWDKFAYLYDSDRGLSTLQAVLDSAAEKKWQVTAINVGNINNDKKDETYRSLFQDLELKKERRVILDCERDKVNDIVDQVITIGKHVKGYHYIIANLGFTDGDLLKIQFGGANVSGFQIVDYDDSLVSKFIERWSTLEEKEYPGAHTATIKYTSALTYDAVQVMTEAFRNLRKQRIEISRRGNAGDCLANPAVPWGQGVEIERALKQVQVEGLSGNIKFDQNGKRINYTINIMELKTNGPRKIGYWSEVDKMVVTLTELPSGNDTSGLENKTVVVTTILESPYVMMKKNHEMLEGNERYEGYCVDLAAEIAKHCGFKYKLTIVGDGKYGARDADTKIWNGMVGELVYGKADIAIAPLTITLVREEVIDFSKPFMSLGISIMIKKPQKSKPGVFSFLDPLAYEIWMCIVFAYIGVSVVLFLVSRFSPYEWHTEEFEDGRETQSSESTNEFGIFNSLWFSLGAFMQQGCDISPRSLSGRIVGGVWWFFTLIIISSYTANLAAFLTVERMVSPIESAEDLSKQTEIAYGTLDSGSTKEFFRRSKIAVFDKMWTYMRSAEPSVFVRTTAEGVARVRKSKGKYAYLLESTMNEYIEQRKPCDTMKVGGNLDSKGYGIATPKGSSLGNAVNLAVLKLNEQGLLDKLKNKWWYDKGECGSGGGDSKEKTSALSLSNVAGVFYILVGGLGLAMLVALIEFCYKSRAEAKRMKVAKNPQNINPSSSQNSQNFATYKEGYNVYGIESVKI
AMPAR-TARP mod agonism max-min = second read-out of AMPAR-TARP mod, no call of its own (marks repeat the call); compound max-min signal; compound-alone response (agonism);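 unitless range of fluorescence divided by baseline over first 100 seconds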
AMPAR-TARP mod glutamate slope = further read-out of AMPAR-TARP mod, marked with its call; glutamate slope, % of max; measured here: glutamate response slope, % max;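 scaled per plate between vehicle wells and maximal 1 mM glutamate control wells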
Active calls of the source: *; i = inactive; + = active, no number. A portion of the library. The share of hits here may be higher or lower than overall.

AMPAR-TARP mod	Molecule	AMPAR-TARP mod agonism max-min	AMPAR-TARP mod glutamate slope
i	Cc1cccc(C)c1NC(=O)c1ccc(C(=O)Nc2c(C)cccc2C)nc1	0.0718	22.8
i	Cc1cc(NC(=O)c2cccc(SC(C)C)c2)no1	0.0949	62.8
i	CCSc1nnc(NC(=O)c2cc(=O)c(OCc3ccccc3)co2)s1	0.12	40.7
i	CN1CCCc2cc(CCNC(=O)C(=O)NCc3ccc(Cl)cc3)ccc21	0.0953	49.5
i	Cc1ccc([N+](=O)[O-])cc1NC(=O)C(=O)NCc1ccc(Cl)cc1	0.129	56.0
i	COc1ccc(/C=C2\Oc3cc(OCC(=O)OC(C)C)ccc3C2=O)cc1OC	0.12	70.3
i	CCOC(=O)C1=C(C)N=c2s/c(=C/c3cnn(C)c3C)c(=O)n2C1c1ccc(OC)c(OC)c1 (centres undefined)	0.169	72.9
i	Cc1ccc(NC(=O)c2nc(-c3cnccn3)no2)cc1F	0.161	51.2
i	CN(C)C(=O)Cc1ccc(NC(=O)Cc2ccc(-c3ccccc3)cc2)cc1	0.0613	41.8
i	CC(O)(CNS(=O)(=O)c1cccs1)C1CC1 (centres undefined)	0.104	59.4
i	Cn1cccc1C(O)CNC(=O)CN1C(=O)CCC1=O (centres undefined)	0.0873	62.6
i	Cc1cc(C)nc(SCc2nnc(Nc3ccccc3)s2)n1	0.072	56.3
i	Cc1ccc(NC(=O)c2cc3c(=O)n4cc(C)ccc4nc3n2C)cc1	0.134	63.0
i	CC(Oc1ccccc1F)C(=O)NCCCn1nc(-c2ccccc2)ccc1=O (centres undefined)	0.0402	56.1
i	COc1ccc(N2C(=O)CCS2(=O)=O)cc1S(=O)(=O)Nc1ccccc1F	0.0727	60.0
i	O=C(CCCS(=O)(=O)c1ccc(F)cc1)N1CCN(c2nc3c(F)cccc3s2)CC1	0.152	42.1
i	O=C(Cn1cccn1)N1CCN(C2CCCCC2)CC1	0.0895	47.6
i	COc1cccc(CNC(=S)Nc2ccc(OC)cc2OC)c1	0.0558	50.0
i	CCCOc1cc(S(=O)(=O)NCCCn2ccnc2)ccc1Cl	0.0915	56.6
i	CC1CS(=O)(=O)N(c2ccc(S(=O)(=O)N3CCN(C)CC3)cc2)C1=O (centres undefined)	0.101	56.4
i	Cn1nc(C2CCCN(C(=O)c3cc(-c4cccs4)on3)C2)n(-c2ccccc2)c1=O (centres undefined)	0.0823	48.4
i	O=C(Cn1cnc(-c2ccccc2)cc1=O)N1CCN(c2ccccc2Cl)CC1	0.0797	44.3
i	O=C(NCCN1CCN(C(=O)c2cccs2)CC1)c1ccc2nsnc2c1	0.151	60.7
i	COc1ccccc1CCNC(=O)C(=O)c1cn(CC(=O)N2CCOCC2)c2ccccc12	0.0814	54.1
i	Cc1cc(C)c(S(=O)(=O)N2CCCCC2CCNC(=O)C(=O)NC2CC2)c(C)c1 (centres undefined)	0.0483	75.2
i	CCN1CCN(c2oc(-c3ccco3)nc2S(=O)(=O)c2ccccc2)CC1	0.0924	45.1
i	O=C(Nc1ccc2c(c1)N(C(=O)c1ccco1)CC2)c1ccc2ccccc2c1	0.0789	60.6
i	O=C(NCC(O)(c1ccco1)C1CC1)c1ccc([N+](=O)[O-])o1 (centres undefined)	0.121	42.9
i	Cc1ccc(NC(=O)Nc2cccc(-c3ccc(N4CCN(C)CC4)nn3)c2)cc1C	0.0397	74.0
i	Cn1c(=O)n(CC(=O)NCc2ccco2)c(=O)c2c(N3CCN(C(=O)C4CC4)CC3)ccnc21	0.1	77.9
i	CC(C)CCNC(=O)C(=O)Nc1ccc2c(c1)N(S(C)(=O)=O)CCC2	0.0584	50.1
i	COc1ccc(SCCC(=O)Nc2nnc(-c3ccccc3Cl)o2)cc1	0.0989	52.5
i	Cc1nccn1CC1CCN(S(=O)(=O)c2ccc3c(c2)CCCC3)CC1	0.19	52.5
i	O=C(C1COCC(=O)N1Cc1ccccc1)N1CCCC1 (centres undefined)	0.0648	68.0
i	COc1ccc(C(=O)Nc2nnc(-c3ccc(C)cc3C)o2)cc1	0.123	63.8
i	COC(=O)c1ccc(NC(=O)CCCn2nc(-c3ccc(Cl)cc3)ccc2=O)cc1	0.104	65.2
i	COc1ccc(-c2cc3ccc4c(c3oc2=O)CN(C2CCS(=O)(=O)C2)CO4)cc1 (centres undefined)	0.0853	43.9
i	O=C(CCCS(=O)(=O)c1ccc(F)cc1)Nc1cccc(Cl)c1Cl	0.084	57.7
i	N#Cc1ccccc1NC(=O)C(=O)NCC(O)c1ccc(C(F)(F)F)cc1 (centres undefined)	0.128	43.5
i	COc1ccc(N(CC(O)CNCCCC(=O)O)S(=O)(=O)c2ccc(C)cc2)cc1 (centres undefined)	0.106	64.4
i	COc1ccc(-n2c(-c3ccccc3)cn3c4c(=O)n(CC(C)=O)c(=O)n(C)c4nc23)cc1	0.107	71.7
i	CC(C)c1cc(=O)[nH]c(-n2nc(-c3ccco3)cc2NC(=O)c2ccc([N+](=O)[O-])o2)n1	0.146	60.5
+	Cc1cc(C(C)(C)C)cc(S(=O)(=O)Nc2c(C)n(C)n(-c3ccccc3)c2=O)c1C	0.166*	44.5*
+	Cn1c(=O)c2cc(C(=O)N3CCCC3)sc2n(C)c1=O	0.212*	53.4*
i	COc1ccc(S(=O)(=O)N2CCCC2)cc1C(=O)Nc1cccc(C(F)(F)F)c1	0.0799	53.4
i	COC(=O)c1ccc(NC(=O)Cn2cnc(C(C)C)cc2=O)cc1	0.0959	60.7
i	C=CCOC(=O)C1=C(C)NC(=O)NC1c1ccccc1 (centres undefined)	0.0893	49.7
i	CCCCc1nc(C(N)=O)c2[nH]c(=O)n(-c3ccc(C)c(C)c3)c2n1	0.0322	44.1

Ordered by value in AMPAR-TARP mod glutamate slope (ascending): some entries from above.
SMILES	AMPAR-TARP mod glutamate slope
CCCCc1nc(C(N)=O)c2[nH]c(=O)n(-c3ccc(C)c(C)c3)c2n1	44.1
CN1CCCc2cc(CCNC(=O)C(=O)NCc3ccc(Cl)cc3)ccc21	49.5
Cc1nccn1CC1CCN(S(=O)(=O)c2ccc3c(c2)CCCC3)CC1	52.5
O=C(CCCS(=O)(=O)c1ccc(F)cc1)Nc1cccc(Cl)c1Cl	57.7

Individual results from the list:
COc1ccc(-c2cc3ccc4c(c3oc2=O)CN(C2CCS(=O)(=O)C2)CO4)cc1 (centres undefined) – AMPAR-TARP mod glutamate slope: 43.9
COc1ccc(S(=O)(=O)N2CCCC2)cc1C(=O)Nc1cccc(C(F)(F)F)c1 – AMPAR-TARP mod glutamate slope: 53.4

Other results
AMPAR-TARP mod	Molecule	AMPAR-TARP mod agonism max-min	AMPAR-TARP mod glutamate slope
i	CCN(CC)S(=O)(=O)c1ccc(C(=O)Nc2nnc(Cc3cccs3)o2)cc1	0.0781	69.4
+	CC(=O)N1CCCC1c1nc2ccccc2n1CCCOc1c(C)cccc1C (centres undefined)	0.229*	59.2*
i	O=C(CCCS(=O)(=O)c1ccc(F)cc1)Nc1cccc([N+](=O)[O-])c1	0.143	53.8
i	COc1ccc(SCC(=O)Nc2nnc(-c3ccc4c(c3)OCCO4)o2)cc1	0.0851	68.0
i	COc1ccc(S(=O)(=O)N2CCCOC2CNC(=O)C(=O)NCCCN2CCOCC2)cc1 (centres undefined)	0.106	65.1
i	COc1ccc(NC(=O)Cn2cc(OC)c(=O)cc2CSc2nc(C)cs2)c(OC)c1	0.0433	47.9
i	COc1ccc(C(=O)N2C(=S)C(c3ccccc3)=NC23CCCCC3)cc1OC	0.151	57.4
i	O=C1CCc2cc(NC(=O)c3ccc4c(c3)OCO4)ccc2N1	0.0984	53.5
i	O=C(CSc1nccn(-c2ccc(F)cc2)c1=O)Nc1ccc(F)cc1	0.0432	45.6
i	CCOc1ccccc1NC(=O)CN1CCN(c2ncnc3c2nnn3C)CC1	0.0313	43.6
i	Cc1cc(NC(=O)C2CCN(S(=O)(=O)c3ccc(Cl)s3)CC2)n(C(C)C)n1	0.0878	52.6
i	O=C(CCc1ccccc1)NC1CCS(=O)(=O)C1 (centres undefined)	0.0547	51.1
i	O=C(CN1CCN(CCC(=O)Nc2ccccc2F)CC1)Nc1ccc(Cl)cc1	0.0673	37.4
i	COc1ccccc1OCC(=O)Nc1ccc(CC(N)=O)cc1	0.0544	37.3
i	COc1ccccc1S(=O)(=O)N1CCC(OC)CC1	0.0929	63.5
i	COc1cccc(C(CNC(=O)Nc2ccccc2C(F)(F)F)N2CCOCC2)c1 (centres undefined)	0.0478	52.7
i	Cc1ccccc1Oc1ccc(S(=O)(=O)NCc2ccccn2)cc1	0.0626	63.6
i	O=S(=O)(NCC(O)Cc1ccccc1)c1ccc(Cl)cc1 (centres undefined)	0.214	74.2
i	COc1nn(C)cc1-c1nnc(SCC(=O)Nc2ccc3c(c2)OCO3)n1C	0.0696	62.3
i	COc1ccc(-c2nnc(NC(=O)Cc3cccc4ccccc34)o2)cc1OC	0.0642	45.7
i	COc1ccc(-c2nnc(SCC(=O)Nc3ccccc3)n2N)cc1OC	0.065	57.5
i	CC(=O)N1CCN(S(=O)(=O)c2ccc(C(=O)Nc3nnc(C)s3)cc2)CC1	0.111	57.5
i	Cn1c(=O)n(CC(N)=O)c(=O)c2c1nc1n(-c3ccccc3)c(-c3ccccc3)cn21	0.0588	59.5
i	CN1CCCCC1CSc1nnc2ccc(-c3ccccn3)nn12 (centres undefined)	0.0874	55.8
i	COc1cc(/C=C2\SC(=S)N(c3ccc(C(C)=O)cc3)C2=O)cc(OC)c1OC	0.105	50.6
+	CN(C)CCN(C(=O)CCCS(=O)(=O)c1ccc(F)cc1)c1nc2ccc([N+](=O)[O-])cc2s1	0.27*	54.4*
i	COc1cc2cc(CNc3ccc(C)cc3)c(=O)n(CC(=O)Nc3cc(C)cc(C)c3)c2cc1OC	0.0567	56.4
i	O=C1CSC(=O)N1CCNc1ccccc1	0.11	54.2
i	CCOc1ccc(NC(=O)C(=O)NCCCN2CCCC2=O)cc1	0.0477	61.2
i	COc1ccc(-c2nnc(NC(=O)CCSc3ccc(Cl)cc3)o2)cc1OC	0.0948	58.5
i	Cc1cccc(C)c1OCC(=O)Nc1ccc(N2CCOCC2)cc1	0.0797	46.1
i	NS(=O)(=O)c1ccc(CCNC(=O)C(=O)Nc2ccc3c(c2)OCO3)cc1	0.0484	53.7
i	O=C(CSc1nc(=O)n(CCCO)c2c1CCC2)NC1CCCC1	0.0472	58.0
i	COCCn1c(N2CCN(Cc3ccccc3)CC2)nc2c1c(=O)[nH]c(=O)n2C	0.145	67.3
i	O=C(CS(=O)(=O)Cc1ccccc1)Nc1nc2ccc(Br)cc2s1	0.103	50.6
i	CCOC(=O)N1CCC(NC(=O)C2CCCN(c3ccc(Sc4ccc(C)cc4)nn3)C2)CC1 (centres undefined)	0.0514	40.8
i	Cc1csc2nc(CSc3ccc(Cl)cc3)cn12	0.107	58.5
i	CONC(=O)C1CN(c2nc3c(C(F)(F)F)cccc3s2)C1	0.105	58.4
i	CC(C)C(=O)Nc1ccc(S(=O)(=O)NCC2CCN(C3CCCC3)CC2)cc1	0.087	55.4
i	O=C(Cn1nc(-c2ccc(Cl)cc2)c2ccccc2c1=O)N1CCN(Cc2ccccc2)CC1	0.111	43.7
i	CCCCOc1cccc(C(=O)Nc2nnc(-c3ccc(OC)c(OC)c3)o2)c1	0.0835	49.9
i	O=C(c1ccc(=O)[nH]n1)N1CCC(Cn2cccn2)CC1	0.113	50.5
i	COC(=O)NCC(O)Cc1ccccc1 (centres undefined)	0.135	77.3
i	O=C(CCSc1ccccc1)NCC1CCN(C(=O)c2cc3ccccc3o2)CC1	0.0629	40.9
i	CCn1nnc2c(SCC(N)=O)ncnc21	0.0379	32.7
i	COc1ccccc1-c1ccc(N2CCN(C(=O)CCCc3ccccc3)CC2)nn1	0.055	34.9
i	CNC(=O)C(=O)NCC1CCN(Cc2ccsc2)CC1	0.0987	66.8
i	O=C(Nc1ccccc1)C1CCN(Cc2nncn2C2CCCC2)CC1	0.0581	52.7

Continued; the last 4 above are carried over.
AMPAR-TARP mod	Molecule	AMPAR-TARP mod agonism max-min	AMPAR-TARP mod glutamate slope
i	CCn1nnc2c(SCC(N)=O)ncnc21	0.0379	32.7
i	COc1ccccc1-c1ccc(N2CCN(C(=O)CCCc3ccccc3)CC2)nn1	0.055	34.9
i	CNC(=O)C(=O)NCC1CCN(Cc2ccsc2)CC1	0.0987	66.8
i	O=C(Nc1ccccc1)C1CCN(Cc2nncn2C2CCCC2)CC1	0.0581	52.7
i	CCOC(=O)c1c(SCC(=O)Nc2ccc(NC(C)=O)cc2)nc(=O)[nH]c1C	0.0424	55.1
i	COc1cc(NC(=O)c2nnn(-c3cc(C)ccc3OC)c2C)cc(OC)c1	0.0397	50.8
i	COc1ccc(S(=O)(=O)CCC(=O)N2CCN(c3nc4c(OC)cccc4s3)CC2)cc1	0.0586	76.6
i	O=C(NC1CCSC1=O)C1CN(C(=O)c2cccs2)C1 (centres undefined)	0.0771	67.4
i	Cn1ccnc1N1CCN(C(=O)c2ccc(N3C(=O)CCC3=O)cc2)CC1	0.0839	66.3
i	O=C(Cc1ccc(F)cc1)N1CCN(c2ccc3nnc(-c4ccco4)n3n2)CC1	0.275	69.0
i	COC(=O)Nc1ccc(CC(=O)NC2CC2)cc1	0.0869	52.0
i	COC(=O)N1CCC(CNS(=O)(=O)Cc2cccc(C)c2)CC1	0.0786	63.0
i	Cn1c(-c2cccs2)nn(CCNC(=O)C2COc3ccccc3O2)c1=O (centres undefined)	0.15	74.6
i	COc1ccc(-n2ccnc(SCC(=O)Nc3c(C)cc(C)cc3C)c2=O)cc1	0.0806	48.4
i	CSc1nc(-c2ccccc2)c(NC(=O)CCc2ccccc2)s1	0.0953	31.5
i	COc1ccc(-c2cc(C(F)(F)F)nc(S(=O)(=O)CCC(=O)N3CCOCC3)n2)cc1	0.0415	54.8
i	O=S(=O)(c1ccc2c(c1)CCCC2)N1CCN(Cc2nnnn2-c2ccccc2)CC1	0.0814	65.4
